NOD1 inhibition: NOD1 signaling inhibitors, primary screen, cell-based, luminescence, uHTS (AID 1578); one-dose inhibition, % at 4 µM; EC50 in µM for titrated hits; 290,000 tested, 1% active; NOD1-driven NF-kB luciferase reporter cells, luminescence; higher % means a stronger effect; in the data active = inhibition mostly above about 36%, no sharp cut-off; inactive = mostly below about 34%;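 note: HEK-293T reporter cells stimulated with the NOD1 agonist gamma-tri-DAP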
GPR55 activation: GPR55 agonists via beta-arrestin recruitment, primary screen, imaging, U2OS cells, beta-arrestin-GFP redistribution (AID 1961); activation, % at 10 µM, or EC50 in µM where a hit was titrated; U2OS GPR55 beta-arrestin-GFP redistribution imaging; higher % means a stronger effect; G-protein coupled receptor 55 (Homo sapiens); 290,000 tested, 0.048% active;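 active = activation above 40% with more than 50 cells counted in the well; inconclusive = wells holding fewer than 50 cells, flagged as toxic or sparse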;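 note: U2OS osteosarcoma cells stably expressing GPR55 and beta-arrestin-GFP; plate controls were DMSO negative control for no effect and LPI positive control for full effect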
HIV peptide binding: inhibitors of HIV fusion peptide binding, primary screen, biochemical, uHTS, fluorescence dequenching (AID 1986); 290,000 tested, 0.3% active; cell-free peptide binding, fluorescence dequenching, 30 min; higher % means a stronger effect; inhibition, % at 20 µM, or IC50 in µM where a hit was titrated; in the data active = inhibition mostly above about 52%, no sharp cut-off; inactive = mostly below about 76%; note: some results filed as inactive read as strong as hits
Myeloid diff 2: induction of myeloid progenitor differentiation, primary screen, cell-based, flow cytometry, MLPCN library; ER-HoxA9 myeloid progenitors, lysozyme-GFP differentiation; calls only at 10 µM; 360,000 tested, 1% active;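 active = normalized GFP-positive differentiation at or above the plate's own cutoff, the solvent-only control mean plus 3 SD; inconclusive = no clear call, values can overlap the other calls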;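 note: cells exposed to compound for four days before flow analysis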
KOR beta-arrestin-1: KOR agonists, beta-arrestin recruitment, primary screen, cell-based, luminescence, uHTS (AID 1777); Kappa-type opioid receptor (Homo sapiens); KOR beta-arrestin recruitment, luminescence; higher % means a stronger effect; activation, % at 10 µM; hits with a dose series show EC50 in µM; 280,000 tested, 0.02% active; in the data active = activation above about 50%, passing the limit was not always enough; note: a part of the inactive calls stands beside numbers as strong as those of hits
GPR35 arrestin U2OS: GPR35 antagonists blocking zaprinast-driven arrestin recruitment, primary screen, imaging, U2OS, beta-arrestin-GFP, zaprinast agonist (AID 2058). 290,000 tested, 0.052% active. U2OS GPR35 beta-arrestin-GFP translocation imaging, zaprinast antagonism; higher % means a stronger effect. inhibition, % at 10 µM; hits with a dose series show IC50 in µM. G-protein coupled receptor 35 (Homo sapiens);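 active = inhibition of at least 50% with at least 30 cells and total cytoplasm GFP at most 10,000,000; inconclusive = under 30 cells or total GFP of 10,000,000 plus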
GPR55 antagonists: GPR55 antagonists blocking LPI-driven arrestin recruitment, primary screen, imaging, U2OS, beta-arrestin-GFP, LPI agonist (AID 2013); one-dose inhibition, % at 10 µM; IC50 in µM for titrated hits; G-protein coupled receptor 55 (Homo sapiens); 290,000 tested, 0.13% active; U2OS GPR55 beta-arrestin-GFP translocation imaging, LPI antagonism; higher % means a stronger effect;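 active = spots per cell inhibited over 60%, with over 100 cells counted and total cytoplasm intensity under 500,000; inconclusive = wells with under 100 cells, flagged as likely toxic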;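 note: U2OS cells stably carrying GPR55 and arrestin-GFP stimulated by 5 µM LPI near EC80; imaged beta-arrestin-GFP aggregate spots per cell after agonist stimulation; plate controls were LPI-stimulated DMSO wells for no effect and DMSO wells without LPI for full effect; some results filed as inactive read as strong as hits; confirmed hits need IC50 under 10 µM and bright autofluorescent wells are also inconclusive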
KOR beta-arrestin-2: KOR antagonists, beta-arrestin recruitment, cell-based, luminescence, uHTS (AID 1778). 290,000 tested, 0.091% active. KOR beta-arrestin recruitment, luminescence, antagonist mode; higher % means a stronger effect. inhibition, % at 10 µM, or IC50 in µM where a hit was titrated; note: strong numbers were not always called active
NOD2 inhibition: NOD2 signaling inhibitors, cell-based, luminescence, uHTS, HEK293 (AID 1566); 290,000 tested, 0.63% active; one-dose inhibition, % at 4 µM; EC50 in µM for titrated hits; HEK293 NOD2/NF-kB luciferase reporter, luminescence; higher % means a stronger effect; note: many of its hits are not listed in these tables
Myeloid diff 2 GFP+ MAC1+ %: second read-out of Myeloid diff 2, no call of its own (marks repeat the call); GFP+ MAC1+ double positive, %; measured here: differentiation confirmed by MAC1 staining
The depositor's hits bear a star; i = inactive; ? = inconclusive; nt = no result given; + = active, no number; & = joins results of further samples; ! = not active in a repeat; [ ] = dose if it differs, or a comment. Cut-off read from the data, not from the text of the source, unless noted: active = inhibition above about 50%; inactive = the rest. The list is partial; rates above refer to the full screens.

SMILES	NOD1 inhibition	GPR55 activation	HIV peptide binding	Myeloid diff 2	Myeloid diff 2 GFP+ MAC1+ %	KOR beta-arrestin-1	GPR35 arrestin U2OS	GPR55 antagonists	KOR beta-arrestin-2	NOD2 inhibition
COC(=O)c1ccc(Cn2nnc3c(=O)[nH]c(C4CCN(S(=O)(=O)c5cc(C)ccc5C)CC4)nc32)cc1	14.4%	0.2%	0.0%	i	3.5	0.3%	-3.8%	-3.3%	-59.2%	18.2%
CC(C)CC(=O)Nc1nnc(SCC(=O)NCC2CCCO2)s1 (stereo unspecified)	-31.8%	-0.1%	-1.1%	i	0.6	10.1%	7.7%	3.2%	3.6%	1.8%
O=C(CN1C(=O)C2C3c4ccccc4C(c4ccccc43)C2C1=O)Nc1ccccc1C(=O)O (stereo unspecified)	56.0%	-0.3%	9.5%	i	0.3	3.4%	7.4%	12.2%	-78.0%	0.7%
Cn1c(=O)oc2cc(S(=O)(=O)N3CCOCC3)ccc21	-11.1%	-0.2%	1.7%	i	1.1	2.5%	0.8%	-1.5%	19.5%	15.9%
COCCn1c(=NC(C)=O)sc2cc([N+](=O)[O-])ccc21	23.9%	0.2%	-1.4%	i	0.3	2.6%	3.1%	-6.4%	-29.4%	-6.3%
COc1ccccc1NC(=S)NC1CCCCCC1	-22.9%	1.0%	-1.1%	?	nt	-2.3%	-3.0%	-0.3%	24.4%	-0.2%
CNC(=O)CCn1nc(-c2ccccc2)c2ccccc2c1=O	12.1%	0.3%	24.1%	i	0.3	0.3%	3.7%	1.6%	6.1%	3.2%
Cc1cc(C)cc(C(=O)NCC(=O)OCc2cc([N+](=O)[O-])cc3c2OCOC3)c1	21.7%	0.4%	-1.0%	i	0.3	0.9%	-7.6%	0.5%	-8.5%	8.5%
COc1ccc(-c2nnc(NC(=O)C3CCCO3)s2)cc1 (stereo unspecified)	-1.4%	0.1%	0.0%	i	0.4	2.6%	7.1%	5.3%	-19.2%	-77.2%
Cc1ccc2nsnc2c1S(=O)(=O)N(Cc1ccco1)Cc1cc2cccc(C)c2[nH]c1=O	2.3%	-0.4%	-2.7%	?	nt	10.0%	26.8%	-1.3%	-10.3%	31.2%
COc1ccc(/C(C)=N/NC(=O)Cc2c(C)nc(C)[nH]c2=O)cc1	-8.8%	-0.2%	-0.2%	i	0.6	-3.8%	10.4%	13.5%	12.9%	9.1%
C/C(=N\NC(=O)Cc1ccccc1Cl)c1cccnc1	-38.4%	-0.2%	-0.7%	i	1.2	2.7%	4.4%	15.4%	4.6%	5.7%
Cc1cc(=O)oc2cc(NC(=S)NCc3ccccn3)ccc12	-31.8%	0.3%	-2.1%	i	0.5	-5.9%	12.6%	3.9%	3.4%	7.7%
CC(C)N(C(=O)COC(=O)c1ccc(Cl)nc1)C(C)C	-35.6%	-0.7%	0.9%	i	0.7	2.1%	6.5%	9.3%	-20.5%	4.5%
O=C(Cn1cc2c(n1)CCCC2)N1CCCc2ccccc21	-18.4%	0.8%	-1.1%	i	1.1	-2.3%	10.2%	1.7%	-30.7%	-1.1%
O=C(NCc1ccccc1)c1ccc(=O)oc1	-0.9%	0.3%	-1.1%	i	0.3	nt	4.7%	7.1%	-9.7%	14.1%
CC(C)Cn1c(C(C)NC(=O)Cc2ccccc2)nc2ccccc21 (stereo unspecified)	-2.1%	-0.3%	1.1%	i	3.7	0.9%	10.9%	19.5%	-13.7%	8.1%
CCOc1cc(C(=O)NCCN2C(=O)S/C(=C\c3cccnc3)C2=O)cc(OCC)c1OCC	18.7%	-0.3%	13.5%	i	0.4	1.4%	-3.8%	9.3%	13.5%	1.4%
COc1ccc(C2C(C#N)=C(/N=C/N3CCN(C)CC3)OC3=C2C(=O)CC(C)(C)C3)cc1 (stereo unspecified)	-11.3%	0.5%	3.7%	i	0.5	-1.6%	6.9%	6.2%	-28.0%	14.1%
CCOC(=O)c1cc2occc2n1CC(=O)N1CCOCC1	-13.2%	0.2%	0.3%	i	2.2	-1.8%	1.1%	-6.1%	-29.1%	-5.0%
O=c1cc(CN2CCN(S(=O)(=O)c3ccccc3[N+](=O)[O-])CC2)nc2sccn12	-24.8%	0.6%	-1.6%	i	0.7	-4.3%	-2.1%	15.6%	11.1%	21.1%
N#Cc1ccc(S(=O)(=O)N2CCc3[nH]c4ccc(F)cc4c3C2)cc1	-9.5%	0.0%	1.0%	i	0.6	0.7%	-4.1%	9.3%	7.3%	-7.8%
Cc1ccc2c(c1)c(C1=c3ccccc3=NC1=O)c(O)n2C	-60.3%	-0.4%	0.0%	nt	nt	-1.6%	-7.2%	2.7%	-12.5%[20 µM]	4.6%
O=C1CC(N2CCN(c3ccccn3)CC2)C(=O)N1c1ccc(F)cc1 (stereo unspecified)	-12.7%	-0.3%	-0.1%	i	0.3	-0.4%	-16.9%	3.4%	-19.9%	7.5%
Cc1cc(C)c(C#N)c(N2CCN(Cc3ccccc3)CC2)n1	11.3%	0.2%	-0.8%	i	0.9	-2.7%	-11.9%	3.6%	-24.9%	8.8%
Other records follow.
SMILES	NOD1 inhibition	GPR55 activation	HIV peptide binding	Myeloid diff 2	Myeloid diff 2 GFP+ MAC1+ %	KOR beta-arrestin-1	GPR35 arrestin U2OS	GPR55 antagonists	KOR beta-arrestin-2	NOD2 inhibition
O=S(=O)(c1ccc(Cl)cc1)c1nc(-c2ccccc2F)oc1NCCN1CCOCC1	-25.5%	-0.1%	21.6%	i	3.9	8.2%	-9.1%	-9.5%	-23.1%	-0.9%
COc1ccccc1Nc1nc(-c2ccc3c(c2)NC(=O)CO3)cs1	-8.8%	-0.3%	-0.7%	i	0.3	12.2%	-8.4%	1.8%	-32.8%	5.3%
Cc1cc(C)c2nc(-c3ccccn3)cc(C(=O)Nc3ccc(S(=O)(=O)Nc4cc(C)on4)cc3)c2c1	-24.9%	-0.1%	59.0%	i	0.7	5.4%	-2.1%	1.82µM*	-39.6%	7.0%
Cc1cccc(C)c1NC(=O)CN(C)CC(=O)Nc1ccccc1Br	7.8%	0.0%	1.0%	i	0.4	-3.1%	2.5%	20.2%	18.5%	14.1%
Cc1ccsc1/C=N/NC(=O)c1nnn(-c2nonc2N)c1CSc1ccccc1	-8.7%	-0.1%	2.9%	i	0.9	5.5%	-19.8%	-4.8%	-40.3%	14.3%
O=C(N/N=C/c1ccco1)C(O)c1ccccc1 (stereo unspecified)	-2.2%	-0.1%	-0.9%	i	1.1	-3.2%	-5.4%	4.7%	12.0%	16.8%
CCc1nnc(NC(=O)c2cccc(S(=O)(=O)N3CCCC3)c2)s1	-38.0%	-0.1%	-0.3%	i	0.7	-1.3%	7.2%	4.8%	-20.2%	6.4%
COc1ccccc1-c1nnc(SC(C)C(=O)O)n1-c1ccccc1 (stereo unspecified)	-29.5%	0.0%	1.6%	i	0.7	-6.0%	8.6%	-0.2%	-56.5%[20 µM]	-14.8%
CCOC(=O)N1CCN(C(=O)NC23CC4CC(CC(C4)C2)C3)CC1	-6.4%	-0.1%	-3.2%	i	0.8	1.3%	4.3%	-1.4%	27.7%	3.5%
COc1ccccc1NC(=O)C1C2C=CC(C2)C1C(=O)NCc1cccnc1 (stereo unspecified)	-8.8%	0.3%	-1.0%	i	0.3	-2.2%	-1.8%	4.0%	32.1%	8.2%
O/N=C/c1cccnc1Sc1ccccc1	-30.0%	0.2%	-0.9%	i	0.3	0.7%	-4.7%	-8.3%	-10.5%	11.7%
COc1ccc(C(c2c(O)nc[nH]c2=O)c2c(O)nc[nH]c2=O)cc1	-13.2%	-0.1%	-0.8%	nt	nt	-1.0%	2.7%	10.0%	21.1%	10.6%
O=C(O)c1cc(S(=O)(=O)NC2CCCc3ccccc32)ccc1O (stereo unspecified)	-21.0%	0.1%	21.1%	i	1.2	-3.5%	3.5%	2.1%	-1.8%	-18.7%
CCC1(C)Cc2nc(Cl)c(C#N)cc2CO1 (stereo unspecified)	-6.9%	-0.1%	0.4%	i	1.0	9.0%	-14.4%	7.1%	4.1%	9.0%
CC(C)=CCCC1=CCC(/C(C)=N/NC(N)=O)CC1 (stereo unspecified)	7.0%	0.3%	-1.2%	i	14.2	1.9%	13.4%	16.6%	11.6%	5.7%
Cn1cc(CN2CCC(n3nccc3NC(=O)Cc3ccccc3)CC2)cn1	-4.6%	0.2%	3.1%	i	0.7	-3.7%	-7.4%	-5.7%	17.6%	11.0%
CCOC(=O)N1CCC(Nc2c(NCCCN(CC)c3cccc(C)c3)c(=O)c2=O)CC1	-8.1%	-0.1%	-0.9%	i	2.1	7.0%	11.5%	21.2%	17.1%	13.5%
COC(=O)[C@H](Cc1ccccc1)NC(=O)C1(OC(C)=O)CC(OC(C)=O)C(OC(C)=O)C(OC(C)=O)C1 (stereo partly specified)	-18.8%	-0.1%	-1.7%	i	1.1	2.7%	-6.4%	-5.6%	15.3%	11.7%
O=C(CSc1nc(O)cc(=O)[nH]1)N1c2ccccc2Sc2ccccc21	-26.6%	0.1%	2.6%	i	0.0	-2.4%	-2.8%	-2.5%	-2.1%[20 µM]	-1.6%
CCOC(=O)c1cnn(Cc2ccccc2)c1N	-11.7%	0.1%	0.3%	i	5.3	3.3%	21.1%	-9.4%	-41.6%	13.4%
O=C(CSc1nnc(-c2ccc(Cl)s2)o1)N1CCc2ccccc21	-82.2%	-0.3%	1.1%	nt	nt	-0.6%	-7.8%	-0.4%	-22.1%	27.0%
CCOC(=O)c1ccc(N=c2sc(C(=O)OC)cc(=O)n2CCCN2CCOCC2)cc1	15.2%&-5.5%	-0.1%&-0.1%	-1.0%&-1.6%	+!	5.4*!	5.0%&-1.9%	17.4%&-4.7%	-4.5%&10.8%	11.3%&43.1%	8.2%&4.3%
O=C(Nc1cccnc1)c1ccc2c(c1)C(=O)N(Cc1cccnc1)C2=O	-10.6%	0.3%	0.6%	i	1.8	-2.6%	1.5%	3.9%	8.4%	-3.9%
COC(=O)c1ccc(NC(=O)CCN2CCOCC2)cc1	-13.2%	0.4%	0.3%	i	0.2	-2.3%	-8.8%	9.2%	12.8%	8.6%

Quoted from the listing.
NOD1 inhibition, `O=C(O)c1cc(S(=O)(=O)NC2CCCc3ccccc32)ccc1O` (stereo unspecified) : -21.0%
Myeloid diff 2 GFP+ MAC1+ %, `CC(C)=CCCC1=CCC(/C(C)=N/NC(N)=O)CC1` (stereo unspecified) : 14.2
